# Assay outcomes: PubChem, Sanford-Burnham Center for Chemical Genomics
# DUSP3 inh: blocks the human dual specificity phosphatase VHR1 | P51452 | recombinant VHR phosphatase, colorimetric substrate read-out | inhibition, % at 20 µM | 0.7% of 50,000 active | AID 1992; in the data active means inhibition above about 60%; further: some results filed as inactive read as strong as hits
# Target sequence (P51452 whole entry, looked up): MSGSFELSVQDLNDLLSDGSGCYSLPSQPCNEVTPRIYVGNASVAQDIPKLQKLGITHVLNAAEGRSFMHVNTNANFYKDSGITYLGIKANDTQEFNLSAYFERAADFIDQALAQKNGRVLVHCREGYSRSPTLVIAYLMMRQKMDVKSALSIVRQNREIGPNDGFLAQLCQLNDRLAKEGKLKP
# * marks the source's active call; other numbers are inactive results. Only part of the results is shown. The share of hits here may be higher or lower than overall.
SMILES,DUSP3 inh
CCOC(=O)/C(C#N)=C/c1ccc(OCc2c(C)no[n+]2[O-])c(OC)c1,-1
Cc1cccc(OCC(=O)N2CCc3ccccc3C2)c1,-9
Cc1ccc(NC2C=CS(=O)(=O)C2)cc1C (stereo not drawn),-33
CCOc1ccc(NC(=O)c2ccc(S(=O)(=O)N3CCOCC3)cc2)c([N+](=O)[O-])c1,3
O=C(COc1ccc(Br)cc1)Nc1ccc(-c2nc3ccccc3s2)cc1,-35
COc1ccc(/C=C2/SC(N3CCN(C(=O)CN4C(=O)S/C(=C\c5ccccc5F)C4=O)CC3)=NC2=O)cc1,-18
N/C(=N\c1nc2ccccc2o1)NC(=O)c1cccc(F)c1,-8
Cc1ccc(C23CC4CC(C2)CC(c2csc(N)n2)(C4)C3)cc1,6
CCC(=O)Nc1nc(C23CC4CC(CC(C4)C2)C3)c(C)s1,1
COC(=O)c1ccc(/C=C2\SC(=O)N(NC(=O)c3ccc([N+](=O)[O-])cc3)C2=O)cc1,-1
NNC(=O)COc1ccccc1-c1ccccc1,-21
Cc1ccc(N2C(=O)CSC2c2cccc([N+](=O)[O-])c2)c(C)c1 (stereo not drawn),-6
Cc1ccc(N2C(=O)CSC2c2ccc(Br)cc2)cc1 (stereo not drawn),-14
CCc1ccccc1N(CC(=O)Nc1ccc(OC)cc1OC)S(C)(=O)=O,-1
CCOC(=O)c1ccccc1NC(=O)CN(c1cccc(OC)c1)S(=O)(=O)c1ccccc1,-5
CCCCCNC(=O)c1ccc(C(=O)NCCCCC)cc1,-16
CCOc1ccc(NC(=O)c2cc(Cl)ccc2Cl)cc1,-13
COc1ccc(C(NC(=O)/C=C\c2cccc([N+](=O)[O-])c2)c2ccc(OC)c(OC)c2)cc1OC,4
CC(=O)N(C1=C(N2CCOCC2)C(=O)c2ccccc2C1=O)c1ccccc1,-3
CCN(CC)Cc1cc2ccccc2c2c1COC2,12
O=C(COc1ccc(Cl)cc1Cl)NCCCOCC(=O)Oc1ccc(Cl)cc1Cl,104*
CCOC(=O)C1(C)C=C(Nc2ccc(Cl)cc2)C(=O)N1c1ccc(Cl)cc1 (stereo not drawn),-1
CCn1c(=O)c(C(=O)Nc2ccccc2Br)c(O)c2ccccc21,-21
C=CCn1c(N)c(C(=O)NCC2CCCO2)sc1=S (stereo not drawn),-6
O=C1CC(c2ccccc2)CC2=C1C(c1cc(Br)ccc1F)Nc1ccccc1N2 (stereo not drawn),-14
O=C(Nc1ccccc1)N1CCN(C(=O)Nc2ccccc2)CC1,26
Cc1ccccc1CNC(=O)c1ccc(Cl)cc1,-5
Cc1ccc(C(=O)Nc2ccccc2C(=O)O)cc1N,-5
O=S(=O)(NCc1ccccc1)c1ccc(Cl)c(S(=O)(=O)NCc2ccccc2)c1,12
CC1(C)OC(=O)C(=Cc2ccc(I)o2)C(=O)O1,87*
CCOC(=O)C(CCCCOc1ccccc1OC)C(=O)OCC,2
O=C1NC(=O)C(=Cc2ccc(OC(=O)c3ccc(Cl)c(Cl)c3)cc2)C(=O)N1,1
CCOC(=O)c1c(N2C(=O)C=CC2=O)sc(C)c1C,4
Cc1cc(NC(=O)C(c2ccccc2)c2ccccc2)no1,24
CC1=C(C(=O)OC2CCCC2)C(c2cccc(Br)c2)C2=C(CCCC2=O)N1 (stereo not drawn),-12
Cc1sc(NC(=O)c2ccco2)c(C(N)=O)c1C,14
Cc1cc(C)c(C)c(OCCn2ccnc2)c1,-2
CCOc1ccc(N(CC(=O)NCCc2ccccc2)S(=O)(=O)c2ccc(SC)cc2)cc1,-20
O=C(CCc1ccccc1)N1CCN(c2ccc(F)cc2)CC1,2
COc1ccc(C(=O)NCCSCc2ccccc2Cl)cc1,-5
CCOC(=O)c1ccc(-c2ccc(/C=C3/C(=O)NC(=O)N(c4ccccc4)C3=O)o2)cc1,-17
C=CCn1c(Cc2ccccc2)n[nH]c1=S,2
O=C1c2ccccc2C(=O)c2c1cc(Nc1ccccc1)c1nsnc21,-4
Cc1ccc(C(C)C)c(OCCNC(=O)c2cccc3ccccc23)c1,-33
Cc1onc(-c2c(Cl)cccc2Cl)c1C(=O)Nc1sc2c(c1C(N)=O)CCCC2,-46

# Next section, overlapping the part above by two compounds.
SMILES,DUSP3 inh
Cc1ccc(C(C)C)c(OCCNC(=O)c2cccc3ccccc23)c1,-33
Cc1onc(-c2c(Cl)cccc2Cl)c1C(=O)Nc1sc2c(c1C(N)=O)CCCC2,-46
COc1ccc(C)cc1NC(=O)C(=O)NN=C1CCN(C)CC1,6
COc1ccc(C2CC(=O)Nc3c2cc(Br)c2ccccc32)cc1OC (stereo not drawn),67*
Brc1ccc(OCc2nc(-c3ccccn3)no2)cc1,-9
NC(=O)CN1C(=O)/C(=C2\SC(=S)N(Cc3ccccc3)C2=O)c2ccccc21,-11
CCC(=O)Nc1ccc(I)cc1Cl,-8
O=C(NCc1ccco1)c1ccc(Cl)c([N+](=O)[O-])c1,6
CCc1ccc(NC(=O)C(=O)NCCCOC(C)C)cc1,-23
O=C1NC(=S)N(c2ccccc2)C(=O)/C1=C/c1cc(Cl)c(O)c(Cl)c1,2
COC(=O)CC1(C(=O)OC)NC(=O)C(N)=C1C(=O)OC (stereo not drawn),-4
Cc1cc(C)cc(CSCC(=O)Nc2c(C)n(C)n(-c3ccccc3)c2=O)c1,8
O=C1OC(c2ccc(Br)cc2)=C/C1=C\c1cc([N+](=O)[O-])ccc1Cl,0
Cc1cccc(OCCSc2nc3ccccc3c(=O)[nH]2)c1,-19
Cn1c2ccccc2c2nnc(SCC(=O)OCN3C(=O)c4ccccc4C3=O)nc21,2
CN(C)C(=O)CN1C(=O)C2CC=C(Cl)CC2C1=O (stereo not drawn),46
COC(=O)CN(C#N)c1nc(SC)nc(N(C)C)n1,-32
Cc1ccc(S(=O)(=O)N2CCN(Cc3ccccn3)CC2)cc1,12
COc1cc(/C=N/N=C2/NC(=O)C(CC(=O)Nc3ccccc3F)S2)ccc1O (stereo not drawn),9
COc1cccc(N2C(=O)NC(=O)/C(=C/c3ccc(Br)s3)C2=O)c1,21
Cc1cc(Br)cc2c(N=NC(=O)c3cccnc3)c(O)[nH]c12,-2
O=c1/c(=C\c2ccccc2OS(=O)(=O)c2ccc3ccccc3c2)sc2nc3ccccc3n12,-4
O=C1CC(c2cccc([N+](=O)[O-])c2)Sc2nc3ccccc3n21 (stereo not drawn),-16
CC(=O)N/C(=N/c1nc(C)cc(C)n1)Nc1ccc(C)c(Cl)c1,-2
COc1cc2c(cc1OC)Cc1cc(OC)c(OC)cc1C(=O)C2,-62
O=C(COc1ccc2ccccc2c1Br)c1ccc(Br)cc1,-7
C/C(=N\N=C1\NC(=O)C(CC(=O)Nc2ccccc2)S1)c1ccc([N+](=O)[O-])cc1 (stereo not drawn),0
CC1=C(C(=O)OC2CCCCCC2)C(c2cccc(F)c2)C2=C(CCCC2=O)N1 (stereo not drawn),4
CCOC(=O)c1c(NC(=S)NC(=O)/C=C/c2cccs2)sc(C)c1C,-7
C/C(CCc1oc2ccc(C)cc2c1-c1ccc(C)o1)=N\O,-29
O=[N+]([O-])c1cccc(-c2ccc(CO)o2)c1,-3
O=c1/c(=C/c2ccccc2OCc2ccccc2F)sc2nc3ccccc3n12,0
CCCCOc1ccc2ccc(=O)oc2c1,-9
COc1ccc(Cl)cc1S(=O)(=O)N1CCC(Cc2ccccc2)CC1,-12
O=C(Cc1ccccc1)Nc1ccc(NC(=O)c2ccccc2)c(Br)c1,-15
O=C(Cc1ccc(Cl)cc1)N1CCN(c2ccccn2)CC1,4
CN(C)c1ccc(/C=N/Nc2ccc(C(F)(F)F)cn2)cc1,-9
Cc1cccc(-c2nnc(-c3ccco3)o2)c1,-93
C=CCOC(=O)C1=C(C)NC2=C(C(=O)CC(C)(C)C2)C1c1ccccc1Cl (stereo not drawn),-19
COc1cc(NC(=O)c2cccc(Br)c2)c(C(=O)O)cc1OC,0
CCOC(=O)/C(C(=O)Nc1ccc(Cl)cc1Cl)=C1\NC(C)(C)Cc2ccccc21,-15
Cc1ccccc1-n1c(C)cc(/C=N/NC(=O)c2cccnc2)c1C,43
O=C(CC(=O)c1ccccc1O)c1ccco1,-19
COc1ccc(/C=C2/SC(=S)NC2=O)cc1OCc1ccc([N+](=O)[O-])cc1,-22
Cc1ccsc1/C=C1\SC(N2CCN(C)CC2)=NC1=O,-10
O=C(NC1CCCC1)c1cc(-c2ccc(Cl)cc2)nc2ccccc12,-14
Cc1ccc(N(CC(O)CN2CCCCC2)S(=O)(=O)c2ccc([N+](=O)[O-])cc2)cc1 (stereo not drawn),7
O=C(O)c1ccc(N2C(=O)CC(N3CCC(C(=O)O)CC3)C2=O)cc1 (stereo not drawn),-9
CCOc1ccc(N2C(=O)S/C(=C\C=C\c3ccccc3)C2=O)cc1,-2
O=C(c1cc(F)c(F)cc1Br)N1CCOCC1,9
CCCCn1c(O)c(C2=c3cc(Br)ccc3=NC2=O)sc1=S,-2
O=C(c1ccccc1)N1CCN(C(=O)c2ccccc2)C1,2
Cc1ccc(CNC(=O)/C=C/c2ccccc2)cc1,-20
C=CCNc1nc(-c2ccc(C)cc2C)cs1,9
CCN(CC)S(=O)(=O)c1ccc(C(=O)Nc2sc3c(c2C(N)=O)CCCC3)cc1,-36
Cc1ccc(C(=O)C[n+]2cc(-c3ccccc3)n3c2CCCCC3)cc1,-18
O=C1c2ccccc2NC(c2ccccc2F)N1Cc1ccco1 (stereo not drawn),0
CCOC(=O)c1c(-c2ccccc2)c[nH]c1C,-17
O=C(Nc1ccc(Cc2ccncc2)cc1)c1cccc(C(=O)Nc2ccc(Cc3ccncc3)cc2)c1,-30
Brc1ccc2ncnc(NCc3cccnc3)c2c1,-1
COc1ccccc1N1CCN(/N=C/c2ccccc2C)CC1,-13
C=CCN1C(=O)/C(=C\c2ccc(OCc3ccccc3Cl)cc2)SC1=S,-21

# Ten compounds out of the list, sorted by SMILES length, smallest number first:
SMILES,DUSP3 inh
C=CCNc1nc(-c2ccc(C)cc2C)cs1,9
O=C(c1cc(F)c(F)cc1Br)N1CCOCC1,9
Cc1ccc(CNC(=O)/C=C/c2ccccc2)cc1,-20
COc1ccccc1N1CCN(/N=C/c2ccccc2C)CC1,-13
O=C(c1ccccc1)N1CCN(C(=O)c2ccccc2)C1,2
CCCCn1c(O)c(C2=c3cc(Br)ccc3=NC2=O)sc1=S,-2
C=CCN1C(=O)/C(=C\c2ccc(OCc3ccccc3Cl)cc2)SC1=S,-21
O=C(O)c1ccc(N2C(=O)CC(N3CCC(C(=O)O)CC3)C2=O)cc1 (stereo not drawn),-9
CCN(CC)S(=O)(=O)c1ccc(C(=O)Nc2sc3c(c2C(N)=O)CCCC3)cc1,-36
O=C(Nc1ccc(Cc2ccncc2)cc1)c1cccc(C(=O)Nc2ccc(Cc3ccncc3)cc2)c1,-30

# Continuation:
SMILES,DUSP3 inh
Cc1ccc(C(=O)Nc2cccc(-c3nc4ccccc4o3)c2C)cc1,1
Cc1cccc(NC(=O)c2ccc(OCC(C)C)cc2)c1,-21
O=C(Nc1ccc2oc(-c3cccnc3)nc2c1)c1ccc(Br)o1,-1
CCN(CC)C(=O)CCN1C(=O)/C(=C2\SC(=S)N(CCC(=O)N(CC)CC)C2=O)SC1=S,101
CC1CCN(c2cc(N3CCN(C(=O)c4ccc(F)c(F)c4)CC3)c([N+](=O)[O-])cc2F)CC1,-3
Cc1c(C(=O)Nc2ccccc2CO)cccc1[N+](=O)[O-],-4
O=C(NCCNC(=O)c1ccccc1O)c1ccccc1O,-8
COC(=O)C1=NN(C(C)=O)C(O)(c2ccccc2)C1 (stereo not drawn),-15
CC(=O)N(C)c1ccc(NC(=O)COc2ccc(Cl)cc2Cl)cc1,-11
O=c1oc2ccc(Br)cc2cc1-c1nc(-c2ccc([N+](=O)[O-])cc2)cs1,-16
CCOc1ccc(N2C(=O)S/C(=C\c3ccc(OC)cc3)C2=O)cc1,19
CC1=CC(=O)C=C/C1=N\OS(=O)(=O)c1ccccc1,15
CC1=C(C(=O)OCCc2ccccc2)C(c2ccccc2OCc2ccccc2)CC(=O)N1 (stereo not drawn),4
CC(C)CNC(=O)c1ccccc1NC(=O)CSCc1ccccc1,-3
O=C(c1ccc(C#CC2(O)CCCCC2)cc1)N1CCN(c2ccccc2Cl)CC1,11
O=c1oc(-c2ccccc2)nc2sc3c(c12)CCCCC3,-15
O=C(NC(=S)N1CCOCC1)c1ccc(Br)cc1,-1
COc1ccc(Nc2ccc(OC)cc2)cc1,3
Cc1ccc(C(=O)C(C)(C)NO)cc1,6
O=C1C(Cl)=C(NCc2ccccc2)C(=O)N1c1ccccc1,9
O=C(Cc1ccccc1)Nc1ccc(Cc2ccncc2)cc1,-11
COc1ccc(NC(=O)C2CC(=O)N(c3ccc(C)cc3)C2)cc1 (stereo not drawn),-6
O=C(O)C1CC(O)CN1C(=S)Nc1ccccc1 (stereo not drawn),58
Nc1ccc(-c2cc(C(=O)O)c3ccccc3n2)cc1,-2
COCc1cc(C)nc(N/N=C/c2c[nH]c3ccccc23)c1C#N,-41
CC1(c2ccccc2)CC(O)CC(c2ccccc2)N1 (stereo not drawn),-11
O=C(NCc1ccccc1)c1cc2cc(Br)cc(Br)c2oc1=O,-3
COC(=O)CN1C(=O)/C(=C\c2cccc([N+](=O)[O-])c2)SC1=S,3
N/C(=C\C(=O)c1ccccc1O)C(F)(F)F,-8
O=C(NCc1cccs1)c1nn2c(C(F)(F)F)cc(-c3ccco3)nc2c1Cl,-29
CN1CCN(c2ccc(/C=C3\Sc4ccccc4C3=O)cc2[N+](=O)[O-])CC1,0
CN1C(=O)/C(=C\c2ccccc2OCCOCCOc2ccccc2)SC1=S,-17
CCCCOC(=O)c1ccc(NC(=O)c2oc3ccc(C)cc3c2C)cc1,0
CC(=O)c1ccc(NC(=O)c2cc3ccccc3o2)cc1,-5
O=C(Nc1c[nH]c(=O)[nH]c1=O)c1cccc(Br)c1,11
